# Sm TGR inh: blocks Schistosoma mansoni thioredoxin glutathione reductase | Q962Y6 | purified TGR, DTNB reduction, TNB absorbance 405 nm | Potency, µM (highest dose often 114 µM), for inactives: at the top dose activity change, negative = inhibition, actives largely listed as inhibitors | hit rate 3% among 360,000 | AID 485364; note: potency is the fitted concentration of half-maximal effect; nearly all actives have a fitted effect of over 60% in size
#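 Kinetic colorimetric format: TGR-catalysed, NADPH-driven DTNB reduction monitored via TNB absorbance. Enzyme dispensed at 20 nM; compound exposure 15 min at room temperature before reaction start.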
# AmpC inh detg: AmpC beta-lactamase inhibition with detergent present | Potency, µM (top dose mostly 114 µM), without a hit: top-dose activity change, negative = inhibition, usual class: inhibitors | hit rate 0.041% among 370,000 | AmpC hydrolysis of nitrocefin, absorbance 480 nm, 0.01% Triton | AID 485294;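 note: potency is the fitted concentration of half-maximal effect; 0% = no-compound wells and -100% = no-enzyme wells; nearly all actives have a fitted effect of over 25% in size; some results filed as inactive show a strong effect at the top dose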
# Target sequence (P00811 whole entry, looked up): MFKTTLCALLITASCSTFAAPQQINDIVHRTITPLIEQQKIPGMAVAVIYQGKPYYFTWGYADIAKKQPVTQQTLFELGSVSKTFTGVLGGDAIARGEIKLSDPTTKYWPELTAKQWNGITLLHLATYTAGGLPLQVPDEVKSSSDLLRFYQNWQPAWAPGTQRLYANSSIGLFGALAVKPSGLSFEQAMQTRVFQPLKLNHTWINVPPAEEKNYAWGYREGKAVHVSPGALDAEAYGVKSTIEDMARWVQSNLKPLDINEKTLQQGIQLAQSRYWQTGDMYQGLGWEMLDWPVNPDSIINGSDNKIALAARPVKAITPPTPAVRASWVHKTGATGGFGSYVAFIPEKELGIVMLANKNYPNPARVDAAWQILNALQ
#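 20 mM phosphate pH 7.0 + 0.01% (detergent screen) or 0.0001% Triton X-100; 5.3 nM AmpC reagent; cpd preinc 15 min RT; nitrocefin (800 uM stock) to start; A480 q20 s × 4 min; Activity was normalised to no-enzyme and no-compound control wells.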
# AMA1-RON2 inh: disrupts binding of P. falciparum AMA1 to RON2. AID 720542. hit rate 0.2% among 360,000. AlphaScreen AMA1-biotinylated RON2 peptide binding. Potency, µM (top dose mostly 58.2 µM), for the others: at the highest dose activity change, negative = inhibition, actives largely listed as inhibitors;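 note: potency is the fitted concentration of half-maximal effect; 0% = vehicle wells and -100% = peptide control; nearly all actives have a fitted effect of over 45% in size; some results filed as inactive show a strong effect at the top dose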
#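 AMA1 (3D7) with his tag at 25 nM final met compounds first, then biotinylated RON2 peptide at 25 nM; detection used donor plus acceptor beads, 10 µg/mL apiece, read by AlphaScreen after 30 min at room temperature.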
# HCMV inh: inhibitors of human cytomegalovirus. hit rate 4.5% among 410,000. AID 1259415. activity change, negative = inhibition, % at 57.5 µM. HFF cells, HCMV-luciferase reporter, 72 h; hits give low values; in the data active = activity change below about -60%; inconclusive = no clear call, values can overlap the other calls; inactive = above about -39%
#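 Two-dose cell screen: HFF monolayers treated with compounds and infected with luciferase-expressing HCMV at 1 PFU/cell, 72 h at 37C, then lysed for luciferase measurement.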
# FBPA Giardia inh: blocks Giardia fructose-bisphosphate aldolase activity | A8B2U2 | purified Giardia FBPA | Potency, µM (series often up to 59.6 µM), inactives show top-dose activity, negative = inhibition, most hits filed as inhibitors | hit rate 0.71% among 290,000 | AID 2451; note: potency is the fitted concentration of half-maximal effect; nearly all actives have a fitted effect of over 55% in size
# Target sequence (A8B2U2 whole entry, looked up): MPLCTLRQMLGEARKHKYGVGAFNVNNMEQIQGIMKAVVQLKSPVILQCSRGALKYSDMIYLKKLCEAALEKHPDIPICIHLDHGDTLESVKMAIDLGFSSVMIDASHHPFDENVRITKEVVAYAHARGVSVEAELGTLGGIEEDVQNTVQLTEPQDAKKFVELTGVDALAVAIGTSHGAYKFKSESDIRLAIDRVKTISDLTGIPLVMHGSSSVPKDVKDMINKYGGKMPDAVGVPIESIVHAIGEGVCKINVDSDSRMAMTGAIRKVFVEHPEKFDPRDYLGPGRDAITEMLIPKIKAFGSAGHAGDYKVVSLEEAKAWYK
#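 40 nM FBPA preincubated 10 min at RT with compound (up to 57.5 uM final), then substrate plus GAPDH/TPI/NAD/arsenate coupling and diaphorase/resazurin added. Fluorescence read after 20 min at RT, 525/598 nm.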
# HCV inh: inhibitors of hepatitis C virus infection. hit rate 3.4% among 340,000. Potency, µM (top dose mostly 41.8 µM), for the others: at the top dose activity change, negative = inhibition, usual class: inhibitors. Huh7.5.1 HCVcc-Cre infection, luciferase reporter, 44 h; note: potency is the fitted concentration of half-maximal effect
#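 HCVcc-Cre virus at an moi near 0.5 was added right after compound to cells cultured 4 h from seeding (1,000 cells/well). Luciferase activity was determined 44 h later, 15 min after substrate addition at RT.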
# Starred values were filed as active, the others as inactive; ? = inconclusive; / = no result given; [ ] = another dose, or the depositor's remark. Unless noted, calls come from the whole dose curve; as a rule, active = well fitted curve in the direction sought with a large enough effect; inconclusive = small, poorly fitted or top-dose-only effect, or another doubt; inactive = no such curve, though single readings can be large; an effect the other way counts as inactive or inconclusive. Unless noted, % is set by controls: 0 for no effect and ±100 for the full control effect. Not a hit list; any-hit rate near 9.3%.
1: O=C1CCCc2c1cc(-c1ccccc1)n2-c1ccc(O)cc1
2: O=C(NCCCN1CCCC1)c1cccc(N2CCCC2=O)c1
3: CCCn1nc(NS(=O)(=O)c2ccccc2)c2cc3ccccc3nc21
4: CCCCOc1ccc(OCCCN2CCOCC2)cc1
5: Oc1ccc(C(c2nnnn2CCc2ccccc2)N2CCN(c3nc4ccccc4s3)CC2)cc1 (configuration not stated)

entry no.	1	2	3	4	5
Sm TGR inh	-8%	-34%	-1%	0%	8.9µM*
HCMV inh	62	-15	?	85	0
FBPA Giardia inh	8%	-26%	16%	-5%	-1%
AMA1-RON2 inh	-9%	-3%	-7%	-3%	70%[activator]
HCV inh	-15%	7%	12%	11%	13µM*
AmpC inh detg	-7%	3%	?	?	-14%

6: Cc1cc(=O)c2cc(C(=O)Nc3ccccc3)ccc2[nH]1
7: Cc1nnc(SCC(=O)O)o1
8: COc1ccc2[nH]c(CN3CCN(CCC(C)C)C(CCO)C3)c(C)c2c1 (configuration not stated)
9: Cc1ccc(OCC(=O)N2CCN(C(=O)c3cccnc3)CC2)cc1
10: COc1ccccc1CNC(=O)Cn1cnc2ccccc2c1=O

entry no.	6	7	8	9	10
Sm TGR inh	7%	0%	-20%	-2%	0%
HCMV inh	-2	2	21	-13	16
FBPA Giardia inh	/	0%	-9%	-2%	4%
AMA1-RON2 inh	/	19%	-4%	0%	-4%
HCV inh	/	5%	0%	8%	-9%
AmpC inh detg	-8%	4%	-5%	2%	-11%

11: CC(=O)Nc1ccc(S(=O)(=O)Nc2nc3ccccc3nc2Nc2cccc(O)c2)cc1
12: CCOc1ccc(C(=O)c2ccc([N+](=O)[O-])cc2Cl)cc1
13: Cc1ccc2c(c1)N(CC(=O)N1CCN(c3ccccc3)CC1)C(=O)C(C)O2 (configuration not stated)
14: C=CCN1C=C2C(=O)C(C)(OC(=O)CCC(=O)OC)C(=O)C=C2C=C1C1CC1 (configuration not stated)
15: CCOc1ccccc1NC(=O)CSc1nnc(-c2ccco2)o1

entry no.	11	12	13	14	15
Sm TGR inh	-27%	-32%	-4%	?	-34%
HCMV inh	0	-9	-12	40	-6
FBPA Giardia inh	18%	0%	-4%	?	-13%
AMA1-RON2 inh	-8%	?	3%	-5%	1%
HCV inh	39%[activator]	-21%	-7%	0%	18%
AmpC inh detg	3%	4%	-9%	1%	-15%

16: Cc1cc(C)c(NC(=O)CSc2nc3ccccc3c3nc(CCn4cncc4C)nn23)c(C)c1
17: CC(=O)Oc1ccc(-c2nc3cc(Cl)ccc3c(=O)o2)cc1
18: CC1CC(C)CN(C(=O)Cn2nnc(-c3ccccc3)n2)C1 (configuration not stated)
19: Cn1c(SCC(=O)N2CCN(S(=O)(=O)c3ccccc3)CC2)nc2ccccc21
20: COc1ccc2c(=O)c3ccccc3oc2c1

entry no.	16	17	18	19	20
Sm TGR inh	-2%	0%	1%	0%	-15%
HCMV inh	?	-78*	-17	-1	45
FBPA Giardia inh	/	10%	-3%	5%	-6%
AMA1-RON2 inh	/	-8%	0%	5%	13%
HCV inh	/	16%	-6%	-14%	?
AmpC inh detg	-6%	-12%	?	-11%	?

21: N#CC(=C1CCCC1)c1nc(-c2ccccc2O)cs1
22: COc1ccccc1P(=O)(Cc1ccccc1[N+](=O)[O-])c1ccccc1 (configuration not stated)
23: COc1ccc(/C=C2\SC(=S)N(CCCC(=O)Nc3cccc(C(=O)O)c3)C2=O)cc1OC
24: Cc1cccc(NC(=O)CCN2C(=O)C3C4C=CC(C4)C3C2=O)n1 (configuration not stated)
25: Cc1cc(C)cc(C(=O)NCC(=O)OCN2C(=O)c3ccccc3C2=O)c1

entry no.	21	22	23	24	25
Sm TGR inh	25µM*	-1%	-15%	-2%	-11%
HCMV inh	/	-28	-8	1	-17
FBPA Giardia inh	-11%	3%	/	/	/
AMA1-RON2 inh	5%	5%	4%	10%	12%
HCV inh	?	0%	12%	7%	30%[activator]
AmpC inh detg	-1%	-1%	1%	1%	-2%

26: CC1CCC(NC(=O)COC(=O)CSc2ccc(C(N)=O)cc2[N+](=O)[O-])CC1 (configuration not stated)
27: CCN(CCn1cccn1)C(=O)c1cc(COc2ccc(F)c(F)c2)on1
28: Cc1ccc(NC(=O)c2ncn(-c3ccccc3)n2)c(Cl)c1
29: O=C(OCc1nnc(-c2ccccc2)o1)c1ccc2c(c1)OCCO2
30: Cc1ccc(CNC(=O)C2CCC(=O)N2Cc2ccccc2Cl)cc1 (configuration not stated)

entry no.	26	27	28	29	30
Sm TGR inh	-9%	-11%	3%	-19%	9%
HCMV inh	-28	47	2	44	-8
FBPA Giardia inh	/	-6%	/	0%	7%
AMA1-RON2 inh	1%	-4%	/	6%	3%
HCV inh	-28%	-3%	/	8%	1%
AmpC inh detg	-4%	2%	9%	-15%	1%

31: CCn1c(=NC(=O)c2cccc(N3C(=O)CCC3=O)c2)sc2c(C)ccc(OC)c21
32: COc1cccc(NC(=O)CSC2=Nc3ccccc3C3=NC(CCC(=O)NCc4ccco4)C(=O)N23)c1 (configuration not stated)
33: COc1ccc(-n2c(SCC(=O)Nc3sc4c(c3C#N)CCCC4)nnc2-c2ccccc2OC)cc1
34: CC[n+]1c(/C=C(\C)OC)sc2ccccc21
35: CC(=O)N1CCc2cc(C(=O)CN3CCC(C)CC3)ccc21

entry no.	31	32	33	34	35
Sm TGR inh	-9%	-18%	-24%	21%	28µM*
HCMV inh	-15	-21	-20	-18	10
FBPA Giardia inh	-7%	/	2%	-16%	-13%
AMA1-RON2 inh	18%	/	-3%	-5%	-1%
HCV inh	-10%	/	?	1%	-8%
AmpC inh detg	-1%	-1%	-2%	-1%	-7%

36: O=C1CC(c2ccc(Cl)cc2)n2nc(N3C(=O)CCC3=O)nc2N1 (configuration not stated)
37: CC(C1CC1)N(C(=O)c1ccccc1O)c1ccccc1 (configuration not stated)
38: Cc1ccc(-c2cc(-c3ccccc3)nc(N)c2C#N)o1
39: CC1CC(C)CC(C)C(O)C(C#N)=CC=CCC(C2CCCC2C(=O)O)OC(=O)CC(O)C(C)C1 (configuration not stated)
40: COc1ccc(OC)c(S(=O)(=O)N/N=C\c2ccc3c(c2)OCO3)c1

entry no.	36	37	38	39	40
Sm TGR inh	4%	-16%	-35%	/	4%
HCMV inh	-24	5	2	-97*	24
FBPA Giardia inh	6%	-11%	1%	/	-12%
AMA1-RON2 inh	-5%	-1%	-1%	12%	-8%
HCV inh	1%	-5%	?	?	-2%
AmpC inh detg	-6%	1%	-20%	/	-2%

41: CCOc1ccc(N(CC(=O)NCCSCc2ccccc2)S(=O)(=O)c2ccccc2)cc1
42: COc1ccc(N2C(=O)CS(=O)(=O)C23C(=O)N(Cc2ccc(F)cc2)c2ccc(C)cc23)cc1 (configuration not stated)
43: Cc1onc(C(=O)NN)c1C(=O)Nc1ncc(C(F)(F)F)cc1Cl
44: C=CCOc1c(CNc2ncn[nH]2)cccc1OCC
45: C=CCc1ccc(OCCCCNC(C)CC)c(OC)c1 (configuration not stated)

entry no.	41	42	43	44	45
Sm TGR inh	24%	8%	-2%	-29%	21%
HCMV inh	17	-1	-22	-11	-21
FBPA Giardia inh	/	/	-13%	4%	-17%
AMA1-RON2 inh	-5%	/	63%[activator]	43%[activator]	-30%
HCV inh	?	/	2%	13%	8.9µM*
AmpC inh detg	4%	22%	1%	-2%	0%

46: O=c1oc2ccccc2c2c1ccc1ccccc12
47: CC/C(C)=N/Nc1nc2c(c(=O)[nH]c(=O)n2C)n1CCc1ccccc1
48: O=C(COc1cccc(Br)c1)N/N=C1\CCSC1
49: COc1cccc(NC(=O)CN(C)C(=O)c2ccc(NC(=O)CC3SC(N4CCCC4)=NC3=O)cc2)c1 (configuration not stated)
50: COc1cc(C(=O)NCCOc2cc(C)cc(C)c2)cc(OC)c1OC

entry no.	46	47	48	49	50
Sm TGR inh	/	-6%	?	/	6%
HCMV inh	-14	?	-27	3	4
FBPA Giardia inh	/	-30%	0%	/	-7%
AMA1-RON2 inh	42%[activator]	17%	58%[activator]	-7%	-5%
HCV inh	3%	-2%	13%	6%	?
AmpC inh detg	/	0%	?	/	0%

# Profiles from above:
# Results for `CC/C(C)=N/Nc1nc2c(c(=O)[nH]c(=O)n2C)n1CCc1ccccc1` = Sm TGR inh = -6%; HCMV inh = ?; FBPA Giardia inh = -30%; AMA1-RON2 inh = 17%; HCV inh = -2%; AmpC inh detg = 0%
# Results for `COc1cc(C(=O)NCCOc2cc(C)cc(C)c2)cc(OC)c1OC` = Sm TGR inh = 6%; HCMV inh = 4; FBPA Giardia inh = -7%; AMA1-RON2 inh = -5%; HCV inh = ?; AmpC inh detg = 0%

# Next section:
51: CCOc1ccccc1NC(=O)CC(O)(C(F)(F)F)C(F)(F)F
52: Oc1ccc2ccccc2c1-c1sc(Nc2ccccc2)n[n+]1-c1ccc(F)cc1
53: CCN1CCN(C(=O)CN2C(=O)c3ccccc3S2(=O)=O)CC1
54: CCCCNC(=S)Nc1cccc2cnccc12
55: COc1ccc(/C=C/c2onc(C)c2S(=O)(=O)N2CCC(C(=O)N3CCCCCC3)CC2)cc1
56: CN(CC(=O)Nc1ccc(F)cc1)C(=O)COC(=O)CN1C(=O)NC2(CCCC2)C1=O

entry no.	51	52	53	54	55	56
Sm TGR inh	0%	0%	0%	?	-10%	-4%
HCMV inh	26	8	-21	-30	-69*	9
FBPA Giardia inh	0%	1%	/	?	-1%	/
AMA1-RON2 inh	?	62%[activator]	14%	-6%	-8%	-2%
HCV inh	10%	-8%	21%	10µM*	?	17%
AmpC inh detg	-2%	-11%	?	-5%	?	5%

# Given as tab-separated lines: two of the compounds above
entry	molecule	Sm TGR inh	HCMV inh	FBPA Giardia inh	AMA1-RON2 inh	HCV inh	AmpC inh detg
24	Cc1cccc(NC(=O)CCN2C(=O)C3C4C=CC(C4)C3C2=O)n1 (configuration not stated)	-2%	1	/	10%	7%	1%
25	Cc1cc(C)cc(C(=O)NCC(=O)OCN2C(=O)c3ccccc3C2=O)c1	-11%	-17	/	12%	30%[activator]	-2%
